CR mimetic SO – yeast age-related superoxide inhibition as caloric restriction mimetic; S. cerevisiae aged cells, superoxide DHE fluorescence; active compounds read low; hit rate 0.18% among 330,000; superoxide response (% of plate mean), % at 10 µM;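 active = superoxide response under a set limit, about three screen SD below normal, cut at about 65% in these data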;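 also: yeast aged for seven days with compound at 30 °C before DHE staining; 100% = average MFI of all compound-treated wells on the plate with controls excluded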
PP5 primary – inhibitors of human protein phosphatase 5 (PP5). P53041. inhibition, % at 6.7 µM. hit rate 0.18% among 320,000. purified PP5c, OMFP substrate fluorescence;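 active = inhibition above the campaign's mean inhibition across all tested compounds plus 3 SD, cut at about 9.5% in these data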;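 also: 0% = DMSO only and 100% = 100 µM cantharidin control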
Target sequence (P53041 whole entry, looked up): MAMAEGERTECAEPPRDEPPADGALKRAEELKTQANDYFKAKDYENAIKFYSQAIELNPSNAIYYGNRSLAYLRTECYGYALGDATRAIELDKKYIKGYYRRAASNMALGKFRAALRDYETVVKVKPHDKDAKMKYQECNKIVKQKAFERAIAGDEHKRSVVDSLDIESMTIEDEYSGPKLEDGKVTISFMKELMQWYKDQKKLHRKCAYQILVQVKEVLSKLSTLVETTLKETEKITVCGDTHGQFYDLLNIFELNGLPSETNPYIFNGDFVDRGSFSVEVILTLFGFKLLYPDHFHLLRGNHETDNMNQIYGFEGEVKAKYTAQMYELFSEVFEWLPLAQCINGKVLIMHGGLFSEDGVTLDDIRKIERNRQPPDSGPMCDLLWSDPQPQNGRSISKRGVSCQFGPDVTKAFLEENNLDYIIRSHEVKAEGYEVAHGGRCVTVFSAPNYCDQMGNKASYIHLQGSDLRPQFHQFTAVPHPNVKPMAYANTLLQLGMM
Fh CTSL1 inh – blocks F. hepatica cathepsin L1 in PFM18AAP counter-screen; hit rate 0.49% among 300,000; inhibition, % at 5.96 µM; recombinant F. hepatica cathepsin L1, Z-Leu-Arg-MCA fluorescence;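 active = inhibition above the mean of all tested compounds plus 3 SD, set per screening campaign, cut at about 17% in these data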;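 also: 0% = plate median of test compound wells and 100% = 1 µM Z-Phe-Ala-diazomethylketone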
GASC-1 inh – blocks human GASC-1 demethylase activity; AID 2099; hit rate 0.069% among 330,000; GST-JMJD2C(1-420) H3K9me3 demethylation, DELFIA europium; inhibition, % at 2.35 µM;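 active = more than half of a compound's replicate wells show inhibition beyond 50%, single wells judged on their own value; inconclusive = some, but no more than half, of replicates pass 50% inhibition; inactive = no replicate passes 50% inhibition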;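 also: signal counts dimethyl H3K9 product captured on neutravidin plate; 0% = median of DMSO wells and 100% = 0.3 times that DMSO median; strong numbers were not always called active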
core dimer inh – blocks dimerization of HCV core protein; hit rate 0.33% among 300,000; inhibition, % at 5 µM; AID 1899; TR-FRET GST/Flag-core106 dimerization, 1536-well;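 active = inhibition above the mean of all tested compounds plus 3 SD, set per screening campaign, cut at about 45% in these data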
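Material: Tagged HCV core106 pair (GST and Flag) | Amount: GST-core106 13.5 nM, Flag-core106 17 nM | Medium: KF-containing HEPES buffer, pH 7.45, DTT, CHAPS, BSA | Reagent: Eu donor and XL665 acceptor anti-tag antibodies | Schedule: 4 h at 22.5 °C | Technique: Time-resolved FRET, ex 340 nm, em 617 and 671 nm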
PP1 inh – PP1-alpha (human) inhibition in PP5 counter-screen; hit rate 0.9% among 320,000; P62136; AID 2235; inhibition, % at 6.7 µM; purified PP1alpha, OMFP fluorescence;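 active = inhibition above the mean inhibition of all tested compounds plus 3 SD, computed separately for each screening campaign, cut at about 15% in these data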
Target sequence (P62136 whole entry, looked up): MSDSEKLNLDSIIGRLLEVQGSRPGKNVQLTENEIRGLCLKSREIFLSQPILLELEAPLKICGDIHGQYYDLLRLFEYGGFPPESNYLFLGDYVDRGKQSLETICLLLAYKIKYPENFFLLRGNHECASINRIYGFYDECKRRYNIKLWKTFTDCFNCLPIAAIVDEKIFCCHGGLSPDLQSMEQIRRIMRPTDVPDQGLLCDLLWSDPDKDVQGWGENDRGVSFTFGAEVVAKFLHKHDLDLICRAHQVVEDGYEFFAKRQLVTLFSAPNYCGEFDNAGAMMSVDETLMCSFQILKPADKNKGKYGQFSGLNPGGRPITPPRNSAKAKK
EBNA-1 inh – blocks EBNA-1 binding to DNA. hit rate 0.34% among 300,000. inhibition, % at 14.8 µM. EBNA-1 DNA binding, fluorescence polarization; in the data active = inhibition above about 28%
ZTA counter – ZTA (EBV) inhibition in EBNA-1 counter-screen | ZTA-DNA binding, fluorescence polarization | inhibition, % at 11 µM | P03206 | hit rate 0.15% among 320,000 | AID 2234; in the data active = inhibition above about 33%
Target sequence (P03206 whole entry, looked up): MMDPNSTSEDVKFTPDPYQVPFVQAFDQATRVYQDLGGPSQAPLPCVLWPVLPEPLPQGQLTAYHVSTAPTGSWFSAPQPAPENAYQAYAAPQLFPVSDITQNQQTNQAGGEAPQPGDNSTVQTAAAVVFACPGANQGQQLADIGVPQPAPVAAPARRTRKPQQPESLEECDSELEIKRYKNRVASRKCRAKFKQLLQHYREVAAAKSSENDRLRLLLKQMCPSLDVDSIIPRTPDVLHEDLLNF
TPT1 inhibitor – blocks Candida albicans tRNA 2'-phosphotransferase. inhibition, % at 5 µM. recombinant caTPT1, FP RNA substrate dephosphorylation. hit rate 0.81% among 300,000. AID 1962;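 active = inhibition above the mean of all tested compounds plus 3 SD, set per screening campaign, cut at about 24% in these data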;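 also: plate controls were DMSO alone for no effect and ferristatin control at 100 nM for full effect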
* hit, by the source's call; ? = inconclusive; . = not tested or not shown.

1: O=C(Nc1cc(Br)c(O)c(Br)c1)c1cccc(NC(=O)c2ccco2)c1
2: COc1ccc(Cn2c(CCC(=O)NCCC(C)C)nc3ncccc3c2=O)cc1
3: CCn1c(=O)cc(OCC(=O)Nc2nc(C)cs2)c2ccccc21
4: O=C(Cn1c2c(sc1=O)C1c3ccccc3OCC1CS2)Nc1ccc(Cl)cc1 (stereo not drawn)
5: CC(C)C[C@@H]1NC(=O)[C@H](Cc2ccccc2)N(C)C(=O)[C@H](C)NC(=O)c2ccccc2NC(=O)[C@H](Cc2ccc(O)cc2)N(C)C1=O
6: O=C(O)CCCCCN1C(=O)c2ccc(C(=O)O)cc2C1=O
7: CCCCC(=O)NC(c1ccc(C(C)C)cc1)c1ccc2cccnc2c1O (stereo not drawn)
8: CCOC(=O)C1C2C=CC3(CN(c4ccc(Cl)c(F)c4)C(=O)C13)O2 (stereo not drawn)
9: COc1ccc(NC(=O)Nc2cccc(C(=O)N3CCOCC3)c2)cc1OC
10: O=C(Nc1ccc(Cl)c(NC(=O)c2cccs2)c1)c1ccco1
assay / compound	1	2	3	4	5	6	7	8	9	10
CR mimetic SO	103	93	99	88	79	117	110	95	99	109
PP5 primary	-0.9	1.6	1.6	3.4	3.9	-0.9	-2.2	2.2	1.6	0.6
Fh CTSL1 inh	-1	-3	-4	3	2	0	4	-2	17*	-9
GASC-1 inh	4	-4	14	-19	?	7	13	-4	-1	-25
core dimer inh	-18	0	0	32	5	7	12	0	-7	-4
PP1 inh	1	1	1	7	4	4	23*	-4	-6	2
EBNA-1 inh	-8	12	3	0	1	-3	1	-3	-2	7
ZTA counter	1	0	-8	1	-7	17	-4	11	-9	-14
TPT1 inhibitor	2	-1	0	6	-3	-3	0	2	1	0

11: O=C(Oc1c(-c2ccccc2)c(=O)n2c3c(cccc13)CC2)c1ccc(Cl)cc1
12: COc1ccccc1OCC(=O)Nc1ccccn1
13: Cc1ccc(S(=O)(=O)NNc2nc3ccccc3nc2C(F)(F)F)cc1
14: COC(=O)COc1ccc(S(=O)(=O)Nc2ccc3c(c2)OCO3)cc1Cl
15: CCN(CC)CCN1C(=O)c2cccc3cc(N)cc(c23)C1=O
16: CCC1CCCCN1C(=O)CSc1nnc(-c2c[nH]c3ccccc23)o1 (stereo not drawn)
17: COc1ccccc1C(=O)OCC(=O)c1cccc([N+](=O)[O-])c1
18: O=C1CC(N2CCC(c3nc4ccccc4s3)CC2)C(=O)N1 (stereo not drawn)
19: CC(=O)N1N=C(c2ccco2)CC1c1ccc(Br)cc1 (stereo not drawn)
20: COc1ccc(-c2sc3cc4c(cc3c2C#CCO)OCO4)cc1
assay / compound	11	12	13	14	15	16	17	18	19	20
CR mimetic SO	112	123	91	113	93	109	93	102	105	63*
PP5 primary	-1.3	1.9	1.1	3.3	-0.1	3.3	0.2	-3.2	-0.4	-1.4
Fh CTSL1 inh	0	2	1	6	8	13	3	-6	2	.
GASC-1 inh	13	11	5	1	6	-4	-15	1	3	2
core dimer inh	-1	0	-16	2	-9	10	-8	-6	9	.
PP1 inh	-3	2	2	-1	1	2	-1	-1	2	-5
EBNA-1 inh	1	3	8	-4	8	4	5	1	8	.
ZTA counter	-7	-7	0	4	3	13	-5	3	16	11
TPT1 inhibitor	-2	2	-2	2	-65	-1	0	-2	-1	.

5 neighbouring records already listed, for reference:
16: CCC1CCCCN1C(=O)CSc1nnc(-c2c[nH]c3ccccc23)o1 (stereo not drawn)
17: COc1ccccc1C(=O)OCC(=O)c1cccc([N+](=O)[O-])c1
18: O=C1CC(N2CCC(c3nc4ccccc4s3)CC2)C(=O)N1 (stereo not drawn)
19: CC(=O)N1N=C(c2ccco2)CC1c1ccc(Br)cc1 (stereo not drawn)
20: COc1ccc(-c2sc3cc4c(cc3c2C#CCO)OCO4)cc1
assay / compound	16	17	18	19	20
CR mimetic SO	109	93	102	105	63*
PP5 primary	3.3	0.2	-3.2	-0.4	-1.4
Fh CTSL1 inh	13	3	-6	2	.
GASC-1 inh	-4	-15	1	3	2
core dimer inh	10	-8	-6	9	.
PP1 inh	2	-1	-1	2	-5
EBNA-1 inh	4	5	1	8	.
ZTA counter	13	-5	3	16	11
TPT1 inhibitor	-1	0	-2	-1	.

Further structures follow:
21: Cc1ccc(NC(=O)c2ccc(OCC3CCCO3)cc2)nc1 (stereo not drawn)
22: O=C(c1cc2c(s1)CCCC2)N1CCN(Cc2ccc3c(c2)OCO3)CC1
23: CCOc1ccc(C2N(c3cc(Cl)ccc3OC)C(=O)C3CCCN32)cc1OC (stereo not drawn)
24: O=C(NCc1cccnc1)c1cc(S(=O)(=O)N2CCCCC2)ccc1Cl
25: CCOc1ccc(OCCC(=O)OCC(=O)N2CCN(S(=O)(=O)c3ccc(Cl)cc3)CC2)cc1
26: CC(=O)C1=C(C)NC(=O)CC1c1ccccc1Cl (stereo not drawn)
27: CCSc1nnc(NC(=O)[C@@H](NC(=O)c2cccc(C)c2)C(C)C)s1
28: CCOc1ccccc1C(=O)NC(C)CCc1ccccc1 (stereo not drawn)
29: COc1ccc2[nH]cc(CCN3C(=O)CCC3=O)c2c1
30: CN(C)C(=O)CSc1nc(-c2cccs2)c(-c2cccs2)[nH]1
assay / compound	21	22	23	24	25	26	27	28	29	30
CR mimetic SO	121	90	107	102	88	112	105	88	96	104
PP5 primary	1.2	1.2	2.1	1.3	-2.9	-0.6	2.9	-0.2	-1.8	0.4
Fh CTSL1 inh	3	6	-3	-1	-35	0	-4	2	-1	0
GASC-1 inh	0	6	5	0	-10	11	-43	7	-1	-2
core dimer inh	-10	11	-2	2	17	3	2	-2	-3	3
PP1 inh	-4	2	-5	-2	-13	-2	0	-2	0	-1
EBNA-1 inh	-2	6	-4	-3	-5	0	11	-10	7	-11
ZTA counter	-3	2	1	25	-7	0	-9	-6	3	-13
TPT1 inhibitor	1	-3	2	2	1	-2	3	-2	-5	-1

31: O=C(O)c1ccc(N/N=C/c2ccc(-c3ccc(Cl)cc3Cl)o2)cc1
32: C(=N\Nc1nc2ccccc2[nH]1)/c1ccc2ncccc2c1
33: OCCOc1ccc(CN2CCCC(N3CCN(c4ccc(F)cc4)CC3)C2)cc1 (stereo not drawn)
34: CCC(OC(=O)c1cccs1)C(=O)NCc1ccc2c(c1)OCO2 (stereo not drawn)
35: CCC(=O)N1CCN(c2nc(C)nc3sc(C)c(C)c23)CC1
36: N#Cc1nc(Cc2cccc3ccccc23)oc1NCC1CCCO1 (stereo not drawn)
37: CCc1[nH]nc(C(=O)NC2CCCN(Cc3ccccc3F)C2)c1C (stereo not drawn)
38: Cc1ccc(C(=O)NNC(=O)c2cccc(Br)c2)cc1
39: O=C(Nc1ccc(Oc2ccc(Cl)cc2)cc1)c1ncn[nH]1
40: Cc1ccc2[nH]c(=O)c(CN(CC3CCCO3)S(=O)(=O)c3cccc4nsnc34)cc2c1 (stereo not drawn)
assay / compound	31	32	33	34	35	36	37	38	39	40
CR mimetic SO	112	99	97	102	92	107	80	96	95	104
PP5 primary	-1.6	-0.5	0.5	1.4	-2.5	1.5	0.9	-4.5	3.0	1.1
Fh CTSL1 inh	5	11	-7	-8	6	0	-1	-1	-3	-1
GASC-1 inh	0	-1	14	16	-1	1	10	-2	13	21
core dimer inh	15	-15	8	-2	0	2	-3	9	-4	0
PP1 inh	13	0	-4	-2	-1	3	0	-1	1	4
EBNA-1 inh	12	-2	-3	-2	-6	-4	7	-6	4	-9
ZTA counter	23	1	-2	8	1	-2	-3	5	-4	-11
TPT1 inhibitor	4	1	-2	-4	0	1	0	0	-5	-4

Entries shown so far that have a COOH group (2):
6: O=C(O)CCCCCN1C(=O)c2ccc(C(=O)O)cc2C1=O
31: O=C(O)c1ccc(N/N=C/c2ccc(-c3ccc(Cl)cc3Cl)o2)cc1
assay / compound	6	31
CR mimetic SO	117	112
PP5 primary	-0.9	-1.6
Fh CTSL1 inh	0	5
GASC-1 inh	7	0
core dimer inh	7	15
PP1 inh	4	13
EBNA-1 inh	-3	12
ZTA counter	17	23
TPT1 inhibitor	-3	4

New compounds follow.
41: CC1=C(C/C=C(\C)CCC[C@H](C)CCC[C@H](C)CCCC(C)C)C(=O)c2ccccc2C1=O
42: O=C(Nc1ccc(Br)cc1)c1ccc(F)c(S(=O)(=O)N2CCN(c3ccccn3)CC2)c1
43: CCOCc1c(C(=O)Nc2ccc(OC)nc2)oc2ccccc12
44: CCN(CC)C(=O)c1cncc(C(=O)N(CC)CC)c1-c1ccccc1
45: O=C(O)c1cc(Cl)c2c(c1)[C@@H]1C=CC[C@@H]1[C@H](c1ccc(S(=O)(=O)N3CCOCC3)cc1)N2
46: Nc1nnc(CC(=O)N/N=C/c2cc([N+](=O)[O-])cc(Br)c2O)s1
47: COCCNC(=O)C1CCC(CNS(=O)(=O)c2ccc3c(c2)CC(C)N3C(=O)C2CC2)CC1 (stereo not drawn)
48: COc1cc(C(=O)Nc2cc(Cl)ccc2C)c(-n2cnnn2)cc1OC
49: CCn1cc(C(=O)Nc2ccc(C)cc2[N+](=O)[O-])c(C)n1
50: Cc1cc(C)n(C(=O)CCCCCCCC(=O)n2nc(C)cc2C)n1
assay / compound	41	42	43	44	45	46	47	48	49	50
CR mimetic SO	136	93	109	88	87	121	170	101	110	98
PP5 primary	-2.9	0.2	2.3	-2.4	2.7	-0.9	0.8	0.8	2.1	-0.9
Fh CTSL1 inh	1	0	2	2	-3	2	0	0	4	10
GASC-1 inh	4	-3	-11	10	0	10	11	4	-1	-5
core dimer inh	-4	11	3	2	4	12	-7	1	-4	-2
PP1 inh	-2	6	2	-4	4	7	-3	-2	-1	-12
EBNA-1 inh	-4	-2	1	0	7	6	-8	-7	-2	4
ZTA counter	-5	-7	0	3	11	19	-8	8	-14	-18
TPT1 inhibitor	5	0	-4	-3	0	3	-3	-1	-2	1

51: O=C(c1cccs1)N(Cc1cccc(Cl)c1)C1CCS(=O)(=O)C1 (stereo not drawn)
52: O=C(CNCC1CCCO1)Nc1ccccc1-n1cccc1 (stereo not drawn)
53: CCOC(=O)CNC(=O)c1cccnc1
54: CCCc1ccc(C#N)c(SC2CC(=O)N(c3ccc(OC)cc3)C2=O)n1 (stereo not drawn)
55: CC(=O)NC(NC(C)=O)c1cccc(OCc2ccccc2)c1
assay / compound	51	52	53	54	55
CR mimetic SO	70	93	98	107	117
PP5 primary	0.7	-0.5	2.1	2.4	1.4
Fh CTSL1 inh	0	-4	-3	-1	-3
GASC-1 inh	-8	13	-8	-7	3
core dimer inh	-1	-1	-2	15	4
PP1 inh	-2	2	0	-2	-3
EBNA-1 inh	-7	9	8	-9	4
ZTA counter	-2	12	-8	-3	-10
TPT1 inhibitor	2	-2	0	3	-4

Pulled by compound from above:
26: CC(=O)C1=C(C)NC(=O)CC1c1ccccc1Cl (stereo not drawn)
34: CCC(OC(=O)c1cccs1)C(=O)NCc1ccc2c(c1)OCO2 (stereo not drawn)
55: CC(=O)NC(NC(C)=O)c1cccc(OCc2ccccc2)c1
assay / compound	26	34	55
CR mimetic SO	112	102	117
PP5 primary	-0.6	1.4	1.4
Fh CTSL1 inh	0	-8	-3
GASC-1 inh	11	16	3
core dimer inh	3	-2	4
PP1 inh	-2	-2	-3
EBNA-1 inh	0	-2	4
ZTA counter	0	8	-10
TPT1 inhibitor	-2	-4	-4
